# Compound activity from PubChem.
# H9c2 protect: modulators protecting cardiomyocytes from myocardial damage. H9c2 cardiomyocytes, H2O2 injury protection, ATPLite, 2 h. protection from H2O2 cell death, % at 20 µM. hit rate 0.63% among 360,000. AID 588492;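 active means compounds giving at least 50% protection of heart cells from peroxide-induced death in the single-dose screen, raw or plate-pattern-corrected value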;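 further: 0% = DMSO wells with peroxide and 100% = DMSO wells without peroxide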
# MC4R ag barr: agonists of human melanocortin 4 receptor (MC4R) beta-arrestin. P32245. U2OS MC4R beta-arrestin complementation, luminescence; percent of melanotan II response, DMSO zero. activation, % at 8.9 µM. hit rate 0.98% among 360,000. AID 540308;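 active means activation above a per-plate cutoff, the mean activation of sample wells on that plate plus 3 SD, cut at about 8% in these data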
# m5-HT2A agonist: activates the mouse 5-HT2A serotonin receptor; P35363; CHO-K1 mHTR2A beta-arrestin complementation, luminescence; percent of 30 µM serotonin response; activation, % at 7.6 µM; hit rate 0.66% among 360,000;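 active means activation above a run cutoff, the mean activation of all tested compounds plus 3 SD, cut at about 14% in these data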;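 further: 0% = plate median of compound wells and 100% = 30 µM serotonin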
# PDI inh: inhibitors of human protein disulfide isomerase. P07237. PDI insulin aggregation turbidity, A650, 90 min. inhibition, % at 10 µM. hit rate 0.052% among 350,000;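 active means mean inhibition across replicates of 30% or more, whatever share of single replicates reach that level; inconclusive means mean inhibition below 30% while every single replicate reaches 30%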;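 further: absorbance from insulin aggregation driven by PDI reduction with DTT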
# MC4R antagonist: human MC4R antagonism in cAMP assay | MC4R-expressing cells, MTII-stimulated cAMP, LANCE TR-FRET | P32245 | hit rate 0.48% among 360,000 | inhibition, % at 6.5 µM;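 active means inhibition above its plate's cutoff, the mean of tested wells on that plate plus 3 SD, cut at about 29% in these data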;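 further: 0% = Melanotan II alone and 100% = Melanotan II plus saturating MCL0020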
#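 Material – human MC4R-expressing U2OS cells · Repeats – no replicates · Detection – TR-FRET with Eu-cAMP and labeled anti-cAMP, 671 nm · Times – compound 30 min, challenge 1 h, detection 1 h · Compound – single nominal compound dose of 6.5 µM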
# N-glyco inh: N-linked glycosylation inhibition. D54 ERlucT glycosylation luciferase reporter, 24 h; percent of 100 nM tunicamycin response. reporter increase, % at 12.5 µM. hit rate 0.23% among 360,000. AID 588692;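 active means mean luciferase reporter signal, scaled so untreated is 0 and the glycosylation-blocking control 100, at or above a set limit in every replicate; inconclusive means mean reaches the limit but not every replicate does; inactive means mean below the limit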;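 further: luciferase carries N-glycosylation sites so blocking glycosylation raises the light; 0% = median of neutral control wells and 100% = median of 100 nM tunicamycin wells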
# aDG glyco up: increases alpha dystroglycan glycosylation; Pro5-aDG cells, alpha-DG glycosylation AlphaScreen (IIH6); 0% Pro5, 100% B10-LARGE cell signal; activation, % at 10 µM; hit rate 0.22% among 360,000; AID 624168;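 active means activation of at least 8% versus controls, or a plate z-score of at least 8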;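 further: Pro5 are CHO cells carrying HIG-tagged alpha-DG that lacks glycosylation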
# CaV13 ICDI inh: Disruptors of the CACNA1D IQ motif to Ca2+-dependent inactivation inhibitor domain association, primary screening, Förster resonance energy transfer in intact living …; inhibition, % at 12.3 µM; hit rate 0.098% among 340,000; HEK cells, CFP/YFP FRET ICDI-IQ, plate reader, 10 min; percent FRET-ratio fall versus neutral wells;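 active means mean replicate inhibition of at least 30% and at least 1% of replicates passing that level; inconclusive means only one of the two criteria is met; inactive means neither criterion is met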;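 further: 0% = median of the neutral control wells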
# Vif imaging: blocks HIV Vif function; HEK293T cells, Vif self-association by quenched fluorescence, imaging, 24 h; inhibition, % at 7.49 µM; hit rate 0.35% among 340,000; AID 602346; in the data active means inhibition above about 50%, passing the limit was not always enough; inconclusive means no clear call, values can overlap the other calls; inactive means below about 31%; further: some results filed as inactive read as strong as hits
# ABCB6 inh 2: inhibitors of human ABC transporter ABCB6 | Q9NP58 | K562-ABCB6 porphyrin accumulation, flow cytometry, 1 h; active compounds read low | fluorescence ratio to DMSO, % at 10 µM | hit rate 0.19% among 360,000;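 active means fluorescence ratio to DMSO below 75%, the collection mean minus 3 SD; inconclusive means too few cells collected in the well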;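 further: signal is porphyrin accumulated inside mitochondria; 100% equals median channel fluorescence of DMSO control wells; lower ratio means ABCB6 inhibition with less porphyrin fluorescence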
# Target sequence (Q9NP58 whole entry, looked up): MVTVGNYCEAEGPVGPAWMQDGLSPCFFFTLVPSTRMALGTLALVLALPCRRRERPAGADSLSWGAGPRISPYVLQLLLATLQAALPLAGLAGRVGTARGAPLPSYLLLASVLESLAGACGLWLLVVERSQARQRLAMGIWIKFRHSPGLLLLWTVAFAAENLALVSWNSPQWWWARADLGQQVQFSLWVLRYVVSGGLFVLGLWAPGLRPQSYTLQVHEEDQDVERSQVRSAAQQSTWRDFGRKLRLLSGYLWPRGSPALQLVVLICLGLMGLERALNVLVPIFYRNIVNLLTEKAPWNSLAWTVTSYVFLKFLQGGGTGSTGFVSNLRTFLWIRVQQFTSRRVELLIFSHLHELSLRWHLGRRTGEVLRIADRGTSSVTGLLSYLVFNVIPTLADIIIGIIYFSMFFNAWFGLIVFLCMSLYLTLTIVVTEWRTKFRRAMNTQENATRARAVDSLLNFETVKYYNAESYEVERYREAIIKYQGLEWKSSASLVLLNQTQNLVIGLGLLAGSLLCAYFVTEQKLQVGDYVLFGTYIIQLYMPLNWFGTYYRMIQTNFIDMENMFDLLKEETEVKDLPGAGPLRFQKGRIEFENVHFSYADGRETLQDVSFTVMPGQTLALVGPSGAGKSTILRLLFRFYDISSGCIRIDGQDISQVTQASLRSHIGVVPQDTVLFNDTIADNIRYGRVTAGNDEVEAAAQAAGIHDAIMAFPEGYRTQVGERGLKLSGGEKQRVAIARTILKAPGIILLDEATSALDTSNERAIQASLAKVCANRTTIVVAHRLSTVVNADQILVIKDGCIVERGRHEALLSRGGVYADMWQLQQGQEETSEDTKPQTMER
# An asterisk follows results filed as active; ? = inconclusive; . = not tested or not shown.
# Each structure is followed by: PDI inh	MC4R ag barr	H9c2 protect	ABCB6 inh 2	CaV13 ICDI inh	aDG glyco up	N-glyco inh	m5-HT2A agonist	MC4R antagonist	Vif imaging
COc1cccc(C(O)c2nc3ccccc3n2C)c1 (stereo not drawn)
 : 0	-0.1	2	99	-5	0.1	-2	4	18	-1
COc1ccc(/C=C/C(=O)c2ccccc2O)cc1
 : -1	0.1	-5	97	.	0.1	3	-6	2	-5
COc1ccc(Nc2nc(-c3ccccc3)c3ccccc3n2)cc1
 : -3	0.4	1	97	-4	-0.1	3	-1	17	1
COc1cccc(C(=O)N2CCC[C@H]2C(=O)N2CCC[C@H]2C(=O)NCc2ccncc2)c1
 : .	.	.	100	-6	0.0	.	0	.	.
O=C(COC(=O)c1cnc(Cl)c(Cl)c1)NC1CCCC1
 : 0	-1.0	2	107	-10	0.1	-1	3	29*	-8
Cc1ccc(C=Nc2ccccc2C(N)=O)cc1
 : -5	-1.4	14	108	-8	0.0	?	-5	-22	.
CC(C)Nc1nc(NC(C)(C)C)nc(Oc2ccc(=O)n(-c3ccccc3)n2)n1
 : -8	-0.5	-2	102	.	-0.3	-3	-2	3	-3
Nc1ccccc1C(=O)N1O[C@@H]2C=C[C@H]1CC2
 : 10	-3.3	0	102	-3	-0.3	0	1	6	26
CCc1ccc2c(c1)Sc1ccccc1CC2N1CCN(C)CC1 (stereo not drawn)
 : -6	3.2	-2	97	-5	0.0	-3	1	3	2
Cc1ccc(OCC(=O)N(Cc2ccccc2)C(C)C)c([N+](=O)[O-])n1
 : 4	-1.5	-2	94	-6	0.0	1	-3	5	8
CCc1nc2c(OCc3ccccc3)cccn2c1N(C)C(C)=O
 : 2	2.1	-2	76	-5	-0.6	1	4	-9	4
CCCN1CCN(CCNC(=O)Nc2ccccc2Cl)CC1
 : -6	-1.7	1	100	-5	0.0	-2	-4	2	.
COc1ccc(-c2nn(-c3ccccc3)cc2/C=N/NS(=O)(=O)c2ccccc2)cc1
 : -1	4.1	-10	85	.	0.0	-1	3	5	-5
COc1ccc(-n2c(C)cc(/C=C3/SC(=S)N(C)C3=O)c2C)cc1
 : -9	-1.4	-8	138	-3	-0.4	-11	-2	12	7
COC(=O)CN1C(=O)[C@@H]2[C@H](C1=O)[C@@H]1CC(C(=O)OC)=C[C@@H](C(=O)OC)[C@@H]3C1=C(C(=O)[C@]3(C)NC(=O)c1ccccc1)[C@@H]2C
 : 7	-1.4	13	98	-6	-0.1	-2	10	8	5
Cc1ccc(C(=O)N(CN2CCCC2=O)c2ccccc2)cc1
 : 2	-2.6	11	91	-2	0.2	2	1	4	-7
C=C(C)CNC(=S)N1CCNC(=O)C1CC(=O)OC (stereo not drawn)
 : 5	-1.9	15	101	-4	-0.3	3	5	5	0
O=C(Cc1ccccc1)NCCSC1CCCCC1
 : 4	-0.2	3	101	-5	0.2	-1	2	0	5
O=C(CN1C(=O)NC2(CCCc3ccccc32)C1=O)Nc1ccccc1OC(F)F (stereo not drawn)
 : 0	0.3	10	106	-17	0.5	0	-1	5	4
CCCN1/C(=C2/SC(=S)N(CC)C2=O)C=Cc2ccccc21
 : 2	-1.2	-2	95	-4	-0.5	-3	1	-1	11
c1ccc(-c2cccs2)nc1
 : 1	-0.9	-4	97	-16	0.0	5	1	5	-11
O=C(COC(=O)Cc1ccc(Cl)cc1Cl)NCc1ccco1
 : -17	0.2	0	93	-5	-0.1	0	-1	3	-20
CCOC(=O)C1(C)CCCN1C(=O)c1csnn1 (stereo not drawn)
 : -7	-2.0	7	101	-11	-0.2	4	-3	1	-9
CCOc1ccc(N2C(=O)Nc3ccccc3C2(O)C(=O)N2CCN(c3ccccn3)CC2)cc1 (stereo not drawn)
 : 4	1.6	5	100	-3	-0.2	27*	0	13	-2
O=C1CCc2ccc(NS(=O)(=O)c3ccc(F)cc3)cc2N1
 : -9	-1.2	-2	104	-5	-0.3	1	3	18	2
COc1ccccc1C(=O)NC(=O)COC(=O)c1ccc([N+](=O)[O-])cc1
 : -10	2.2	-3	99	-6	-0.1	3	18*	-4	-2
C[C@@H]1CN([C@H](C)CO)C(=O)CCCn2nncc2CO[C@H]1CN(C)S(=O)(=O)c1ccc(F)cc1
 : 3	-1.6	2	100	-4	0.1	2	5	6	1
COC(=O)C1=C(C)N(Cc2ccccc2)C(=S)N[C@H]1c1cccc(C(F)(F)F)c1
 : -1	-1.3	-1	96	-9	0.1	-11	-4	3	-6
CCCCN1CCNC[C@H]1Cc1ccc(O)cc1
 : -4	1.1	-1	95	-12	0.0	3	2	-1	1
N#C/C(=C\c1c(N2CCOCC2)nc2ccccn2c1=O)C(=O)NC1CCS(=O)(=O)C1 (stereo not drawn)
 : -4	-0.1	3	98	-4	-0.1	6	0	11	8
COCCCNc1nc2ccccc2nc1NS(=O)(=O)c1ccc(Cl)cc1
 : 5	-1.2	-8	97	-6	0.0	0	-8	2	-6
CCOC(=O)C1=C(COC(=O)C2CC(=O)N(c3ccc(C)cc3)C2)NC(=O)NC1C (stereo not drawn)
 : 3	-2.4	-3	101	-6	-0.2	0	-7	16	-5
COn1c(=S)[nH]c2ccccc2c1=O
 : -7	-1.6	-4	98	-8	0.0	0	10	-3	11
O=C(NCc1ccccn1)c1cccc(S(=O)(=O)Nc2ccccc2Cl)c1
 : -2	-0.6	8	93	-2	-0.3	3	-1	1	3
COc1ccc(C(C)=O)cc1COC(=O)C(CO)NS(=O)(=O)c1ccc(Br)cc1 (stereo not drawn)
 : 21	-0.4	14	100	-7	1.1	1	-3	-1	-4
CC(=O)Nc1ccc(-c2cc(N)n(-c3ccccc3)n2)cc1
 : -2	-0.3	1	96	-6	0.7	-2	3	-3	-6
CCOc1ccc(N2CC(O)=C(c3ccccc3)C2=N)cc1
 : 9	-0.8	8	99	-3	0.1	-3	-1	10	1
Cc1ccc(SCc2noc(C(=O)NCC3CCCO3)c2C(=O)O)cc1C (stereo not drawn)
 : 3	-0.5	1	99	-8	-0.1	3	-4	3	-1
O=C(COc1ccc(Cl)cc1Cl)Nc1ccc2nc3n(c(=O)c2c1)CCCC3
 : -2	8.0	10	90	.	0.3	0	-2	-2	-13
CCO[C@H]1OC(C(=O)Nc2ccccc2)=C[C@@H](c2ccc(C(F)(F)F)cc2)[C@@H]1CCCO
 : 4	2.6	2	94	-5	1.0	-2	-5	5	-1
Cc1ccc(C(=O)C[n+]2cccc(C(N)=O)c2)cc1
 : 0	-2.3	2	75	13	-0.1	-1	13	-2	2
CCCCOc1ccc(C(=O)NCC(=O)NC2CCC(C)CC2)cc1 (stereo not drawn)
 : -9	1.7	-6	96	-2	-0.2	1	18*	5	34
C[C@H](CO)N1C[C@H](C)[C@@H](CN(C)S(C)(=O)=O)Oc2ccc(NC(=O)CCN3CCOCC3)cc2C1=O
 : 11	0.3	3	101	-4	0.1	1	-2	6	-2
O=C(O)C1=C(C(=O)Nc2cccc(C(F)(F)F)c2)CCCC1
 : -10	-1.2	2	93	6	0.5	7	9	5	-2
COc1ccc(CCN(C)C(=O)C2CCN(Cc3ccccc3)CC2)cc1OC
 : 4	-2.3	-1	95	2	0.5	0	-3	16	2
Cc1ccc(OCC(=O)Nc2ccc(CN3CCOCC3)cc2)cc1
 : 1	-1.2	2	98	.	-0.3	0	2	3	-5
COc1ccccc1CCNC(=O)C(=O)NCC1OCCN1C(=O)c1ccc(Cl)cc1 (stereo not drawn)
 : -2	-0.9	9	99	.	1.2	2	0	-5	-7
COc1ccccc1Cc1c(-c2ccco2)nc2ccc(Cl)cn12
 : .	.	-2	98	-2	0.1	0	-1	.	.
Cn1cc(C(=O)NCCc2ccccc2)c(=O)c2cc(S(=O)(=O)N3CCOCC3)ccc21
 : -2	-1.7	10	105	4	-0.2	0	0	8	-1
O=C(CSc1nc2cc(Cl)ccc2s1)c1ccco1
 : 6	0.5	-4	101	-7	-0.2	3	-2	17	3
O=C1C=C(Nc2ccc(F)cc2)c2ccccc2C1=O
 : 2	0.2	-25	99	-5	8.9*	-11	1	-11	5
CC(C)Oc1ccc(/C=C(/NC(=O)c2ccccc2)C(=O)NC(Cc2ccccc2)C(=O)O)cc1 (stereo not drawn)
 : 0	-2.0	5	97	-4	0.0	1	0	3	4
COc1ccc(N(CC(=O)NCCSCc2c(F)cccc2Cl)S(C)(=O)=O)cc1OC
 : -1	-0.1	6	99	-4	0.2	0	0	9	-17
Fc1cccc(Cc2c(-c3ccco3)nc3ccc(Cl)cn23)c1
 : .	.	-6	105	.	0.0	1	3	.	.
CC(Sc1nnc(Nc2ccccc2)s1)C(=O)Nc1nc(-c2ccccc2)cs1 (stereo not drawn)
 : 2	0.8	-1	135	-3	-0.5	-9	2	6	3
N#Cc1c(N)oc(-c2ccco2)c1-c1ccco1
 : 14	-2.1	14	109	-5	0.0	4	3	-2	-14
COc1cc(C(=O)OCC(=O)NCCC2=CCCCC2)ccc1OCC(C)C
 : -5	9.2*	-9	98	-7	0.1	-2	12	2	-10
O=C(Nc1ccc(C(=O)N2CCOCC2)cc1)c1ccc([N+](=O)[O-])cc1
 : -15	0.4	-2	98	-2	0.0	-1	6	6	-10
Cc1cc(C)c(OCCOCCN(C)C)c(Br)c1
 : -5	-0.9	4	100	-18	0.2	-2	-3	4	3
Cc1ccccc1OCCN1C(=O)NC2(CCc3ccccc32)C1=O (stereo not drawn)
 : -2	-0.8	-1	100	-6	-0.1	1	-4	-4	-2

# Following part:
# Each structure is followed by: PDI inh	MC4R ag barr	H9c2 protect	ABCB6 inh 2	CaV13 ICDI inh	aDG glyco up	N-glyco inh	m5-HT2A agonist	MC4R antagonist	Vif imaging
CSc1nnc(NC(=O)c2ccc(S(=O)(=O)N(C)C)cc2)s1
 : -4	0.2	-4	92	7	-0.6	-10	0	-3	0
CCCCNC(=O)C(=O)N/N=C/c1ccc(OCc2ccccc2)cc1
 : -3	-0.7	0	100	0	0.0	0	0	1	-2
COc1ccc(NC(=O)NCc2cccnc2)c(OC)c1
 : -1	0.2	-2	105	.	0.7	3	5	-2	-3
Cc1cc(NC(=O)CSc2nnc(NC(=O)C3CC(=O)N(c4ccccc4C)C3)s2)no1 (stereo not drawn)
 : -4	-3.7	1	100	-2	-0.3	-3	0	11	11
CSCCC(NS(=O)(=O)c1ccccc1F)C(=O)NCC(c1ccc(F)cc1)N1CCOCC1 (stereo not drawn)
 : 10	-2.5	2	98	-3	-0.1	0	-7	-2	-4
CC1=CN2C(=N)/C(=C\c3cn(CCCOc4ccccc4)c4ccccc34)C(=O)N=C2S1
 : 1	6.0	-1	90	-5	-0.3	-4	-2	-2	-3
